Tau fibril FP = qHTS for Inhibitors of Tau Fibril Formation, Fluorescence Polarization. K18 P301L tau heparin fibrillization, Alexa594 FP, 6 h. actives 0.39% (n = 280,000). Potency, µM (top dose mostly 57.7 µM), for inactives: at the highest dose activity, negative = inhibition, hits mostly inhibitors; note: nearly all actives have a fitted effect of over 55% in size
Target sequence (P10636 561-689 P618L limits assumed): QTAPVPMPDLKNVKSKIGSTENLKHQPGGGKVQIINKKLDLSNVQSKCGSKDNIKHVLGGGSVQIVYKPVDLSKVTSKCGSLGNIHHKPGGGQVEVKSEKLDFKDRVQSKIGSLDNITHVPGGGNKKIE
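Read-out: fluorescence polarization of Alexa 594-labeled tau (0.24 uM), 555 nm excitation, 632 nm emission. Mixtures held 15 uM unlabeled K18 P301L, compound and 20 uM heparin, pH 7 acetate buffer, incubated 6 hr at 37 C.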
L3MBTL1 block = qHTS Assay for the Inhibitors of L3MBTL1; Lethal(3)malignant brain tumor-like protein 1 (Homo sapiens), Q9Y468; AlphaScreen L3MBTL1–H3K9me1 peptide binding; Potency, µM (doses to about 57.1 µM), without a hit: top-dose activity, negative = inhibition, hits mostly inhibitors; actives 0.66% (n = 230,000); AID 485360, 2010; note: nearly all actives have a fitted effect of over 60% in size
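AlphaScreen assay: L3MBTL1 (50 nM final) was preincubated 30 min at room temperature with biotinylated H3(1-15)K9me1 peptide (75 nM final), then 30 min with library compounds; streptavidin donor and nickel chelate acceptor beads (10 ug/mL final) added, 30 min dark.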
TRb-SRC2 inh = qHTS for Inhibitors of the Interaction of Thyroid Hormone Receptor and Steroid Receptor Coregulator 2 | TRbeta-SRC2 peptide binding, fluorescence polarization; receptor liganded with 1 µM T3 | Potency, µM (doses to about 106 µM), inactives show at the highest dose activity change, negative = inhibition, hits mostly inhibitors | actives 0.065% (n = 280,000) | AID 1469, 2008;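 note: plate controls were bound peptide for no effect and peptide without receptor for full effect; nearly all actives have a fitted effect of over 50% in size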
Target sequence (P10828 whole entry, looked up): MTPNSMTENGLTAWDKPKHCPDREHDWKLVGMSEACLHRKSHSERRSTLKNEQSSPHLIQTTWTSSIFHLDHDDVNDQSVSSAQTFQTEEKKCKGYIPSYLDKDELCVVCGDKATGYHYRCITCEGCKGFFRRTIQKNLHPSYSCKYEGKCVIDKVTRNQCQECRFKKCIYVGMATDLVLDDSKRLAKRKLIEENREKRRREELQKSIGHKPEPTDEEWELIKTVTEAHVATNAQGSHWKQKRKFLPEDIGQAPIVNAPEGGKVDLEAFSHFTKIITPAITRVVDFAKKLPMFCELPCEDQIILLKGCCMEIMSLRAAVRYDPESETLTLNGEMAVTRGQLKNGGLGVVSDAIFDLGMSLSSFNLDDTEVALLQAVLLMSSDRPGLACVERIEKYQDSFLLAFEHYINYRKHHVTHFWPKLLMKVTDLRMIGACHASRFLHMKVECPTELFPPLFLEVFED
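A fluorescence polarization screen tested compounds at multiple concentrations against complex formation between 0.6 uM TRb ligand-binding domain and 20 nM Texas Red SRC2 peptide, with 1 uM T3 present; readout after 5 hr.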
TexasRed fluor = Total Fluorescence Counterscreen for Inhibitors of the Interaction of Thyroid Hormone Receptor and Steroid Receptor Coregulator 2. Potency, µM (doses to about 106 µM), for inactives: at the highest dose fluorescence change, negative = quenching. actives 0.29% (n = 280,000). TRb/SRC2 Texas Red total fluorescence interference. AID 1479, 2009; active = well fitted curve in either direction with a large enough effect; inconclusive = small, poorly fitted or top-dose-only effect
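Human TRb ligand-binding domain at 0.6 uM with 20 nM Texas Red SRC2 peptide in Tris buffer containing 1 uM T3 and 5% DMSO, incubated with compound 5 h at ambient temperature. Total fluorescence (555/632 nm) calculated as parallel + 2 × perpendicular.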
Tau fluor cs = Counterscreen qHTS for Inhibitors of Tau Fibril Formation, Fluorescence Polarization; tau K18 P301L Alexa594 fluorescence, heparin fibrillization; Potency, µM (doses to about 57.7 µM), inactives show at the highest dose activity change, negative = decrease; actives 0.93% (n = 280,000); note: nearly all actives have a fitted effect of over 55% in size
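Human K18 P301L tau (15 uM unlabeled plus 0.24 uM Alexa 594-labeled, final) in 100 mM sodium acetate pH 7 was mixed with compound and 20 uM heparin and incubated 6 hr at 37 C.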
aGal spleen mod = qHTS Assay for Inhibitors and Activators of Human alpha-Galactosidase From Spleen Homogenate. Alpha-galactosidase A (Homo sapiens), P06280. human spleen homogenate, 4MU-alpha-Gal fluorescence, 40 min. Potency, µM (top dose mostly 80 µM), for inactives: at the highest dose activity change, negative = inhibition, hits mostly inhibitors. actives 0.008% (n = 240,000). AID 2107, 2009;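 note: 0% = enzyme with vehicle and -100% = no enzyme basal signal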
Target sequence (P06280 32-429 limits assumed): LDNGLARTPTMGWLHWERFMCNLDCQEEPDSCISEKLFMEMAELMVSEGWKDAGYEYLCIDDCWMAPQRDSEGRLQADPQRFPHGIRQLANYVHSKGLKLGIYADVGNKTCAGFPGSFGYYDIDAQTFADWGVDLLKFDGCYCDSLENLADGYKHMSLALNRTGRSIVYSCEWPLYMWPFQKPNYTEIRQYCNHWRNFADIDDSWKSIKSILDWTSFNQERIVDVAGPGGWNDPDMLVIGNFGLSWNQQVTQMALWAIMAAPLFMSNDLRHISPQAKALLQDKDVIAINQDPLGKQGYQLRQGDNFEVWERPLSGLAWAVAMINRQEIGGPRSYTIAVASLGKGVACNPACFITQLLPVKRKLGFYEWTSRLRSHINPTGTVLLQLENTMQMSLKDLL
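Human spleen homogenate (1 ug) was the enzyme source, with 4-methylumbelliferyl-alpha-D-galactopyranoside (1 mM final) in pH 5.0 citrate buffer with 0.01% Tween-20. Compounds were titrated; after 40 min at 37C, NaOH/glycine stop, 4-MU fluorescence read; AC50 from Hill fits.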
ALDH1A1 block = qHTS Assay for Inhibitors of Aldehyde Dehydrogenase 1 (ALDH1A1); Aldehyde dehydrogenase 1A1 (Homo sapiens), P00352; Purified ALDH1A1, NADH fluorescence, propionaldehyde substrate; Potency, µM (titrated, usually from 75.3 µM), for the others: at the highest dose activity, negative = inhibition, most hits filed as inhibitors; actives 7.3% (n = 220,000); AID 1030, 2008; active = well fitted inhibition curve with a large enough effect, not every such curve was filed as active; inconclusive = small, poorly fitted or top-dose-only effect, or another doubt; inactive = no such curve, though single readings can be large or run the other way;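 note: plate controls were no enzyme wells and a reference inhibitor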
Tau fibril ThT = qHTS for Inhibitors of Tau Fibril Formation, Thioflavin T Binding. Microtubule-associated protein tau (Homo sapiens), P10636. recombinant tau K18 P301L (four-repeat tau fragment), heparin-induced fibrillization, ThT fluorescence. Potency, µM (titrated, usually from 57.4 µM), without a hit: at the highest dose activity, negative = inhibition, most hits filed as inhibitors. actives 2.1% (n = 270,000); note: nearly all actives have a fitted effect of over 55% in size
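Tau K18 P301L fragment (15 uM unlabeled plus 0.24 uM Alexa 594-labeled) in 100 mM sodium acetate pH 7 with compound, fibrillization induced by 20 uM heparin for 6 hr at 37 C. Thioflavin T (30 uM) added, fluorescence read after 1 hr (ex 450, em 510 nm).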
Numbers without * were called inactive; ? = inconclusive; / = not tested or not shown; [ ] = another dose, or the depositor's remark. Unless noted, calls come from the whole dose curve; as a rule, active = well fitted curve in the direction sought with a large enough effect; inconclusive = small, poorly fitted or top-dose-only effect, or another doubt; inactive = no such curve, though single readings can be large; an effect the other way counts as inactive or inconclusive. Unless noted, % is set by controls: 0 for no effect and ±100 for the full control effect; potency is the fitted concentration of half-maximal effect.

SMILES	Tau fibril FP	L3MBTL1 block	TRb-SRC2 inh	TexasRed fluor	Tau fluor cs	aGal spleen mod	ALDH1A1 block	Tau fibril ThT
COc1ccc(CCNC(=O)C(CC(C)C)N2Cc3ccccc3C2=O)c(OC)c1OC (stereo unspecified)	-7%	/	-3%	6%	-6%	/	/	-2%
CC(=O)C1=C(O)C(=O)N(Cc2cccnc2)C1c1ccccc1Cl (stereo unspecified)	4%	3%	2%	-9%	9%	-9%	?	2%
Cc1ccc(-c2nnc(SCC(=O)n3c4c(c5ccccc53)CCCC4)o2)cc1	-9%	/	1%	-1%	-8%	-4%	5%	-4%
Cc1ccc(C)c(C(=O)CSc2n[nH]c(-c3ccncc3)n2)c1	-5%	-5%	1%	0%	-9%	15%	5µM*	-3%
O=C(NCc1nnc(SCc2ccc(F)cc2)n1-c1ccccc1)C12CC3CC(CC(C3)C1)C2	-1%	1%	-6%	-4%	-1%	-1%	-13%	-11%
CC(C)c1cc(-c2cc(-c3ccc(Cl)cc3)on2)nc(NCC2CC2)n1	-8%	/	-2%	-2%	-4%	5%	/	-7%
O=C(CC1C(=O)NCCN1C(=O)Nc1ccc(C(F)(F)F)cc1)Nc1ccc(F)cc1 (stereo unspecified)	-12%	9%	-3%	-8%	-6%	0%	/	9%
O=S(=O)(Nc1cccc(-c2ccc(N3CCCC3)nn2)c1)c1ccccc1C(F)(F)F	-5%	/	-1%	-4%	-14%	/	/	-4%
CCOC(=O)N1CCN(S(=O)(=O)c2cccc3ccc(C)nc23)CC1	-5%	2%	-11%	-2%	-5%	5%	2%	-2%
C/C(Cc1nnn(-c2cc(C)on2)n1)=N\O	5%	-2%	-3%	-1%	-12%	1%	/	-5%
COc1ccc(-c2cn3nc(N4CCC(C(=O)Nc5ccc(C)cc5)CC4)sc3n2)cc1	-2%	/	0%	9%	-25%	/	/	?
CCN(CC)CCCN1C(=O)C(=O)/C(=C(/O)c2ccc3c(c2)CC(C)O3)C1c1cccnc1 (stereo unspecified)	-2%	2%	-1%	5%	1%	5%	1%	-4%

2 of the compounds above, with two lines to a compound:
The line under a structure holds: Tau fibril FP	L3MBTL1 block	TRb-SRC2 inh	TexasRed fluor	Tau fluor cs	aGal spleen mod	ALDH1A1 block	Tau fibril ThT
> Cc1ccc(C)c(C(=O)CSc2n[nH]c(-c3ccncc3)n2)c1
 : -5%	-5%	1%	0%	-9%	15%	5µM*	-3%
> O=C(CC1C(=O)NCCN1C(=O)Nc1ccc(C(F)(F)F)cc1)Nc1ccc(F)cc1 (stereo unspecified)
 : -12%	9%	-3%	-8%	-6%	0%	/	9%

Carrying on.
SMILES	Tau fibril FP	L3MBTL1 block	TRb-SRC2 inh	TexasRed fluor	Tau fluor cs	aGal spleen mod	ALDH1A1 block	Tau fibril ThT
Clc1ccccc1Cn1cccc1C1=NC(Cc2ccccc2)CO1 (stereo unspecified)	-5%	/	-3%	0%	-12%	/	/	-12%
COc1cc(/C=C(/C#N)c2nc3ccccc3[nH]2)ccc1OCC(=O)Nc1ccccc1C(C)C	-7%	-6%	6%	1%	?	7%	?	?
Cc1ccc(S(=O)(=O)c2ccc(Oc3ccccc3)cc2)cc1	-4%	24%	4%	-5%	-16%	-7%	-3%	-6%
Cc1ccc(OCCSc2nc3ccc(NC(=O)c4ccco4)cc3s2)cc1	?	/	-2%	-21%	-28%	/	/	?
CC[C@H](C)[C@H](NC(N)=O)C(=O)OCC(=O)NCc1ccc(Cl)cc1	0%	/	2%	-1%	-4%	-4%	7%	-5%
Cc1ccc(CCC(=O)Nc2ccc(S(N)(=O)=O)cc2)o1	-8%	/	-9%	-3%	-7%	-2%	14µM*	-16%
O=c1ccc(N=Nc2ccccc2)ccc1O	-3%	-11%	-2%	-4%	?	-5%	/	4.5µM*
CC(O)/C=C/c1cccc[n+]1C (stereo unspecified)	-7%	-9%	-19%	1%	-8%	-4%	25µM*	?
O=C(Nc1c(Cl)cc(Cl)cc1C(=O)NCc1cccnc1)c1ccc(Cl)cc1Cl	-2%	6%	9%	0%	-8%	0%	-1%	-7%
Cc1ccc(C)c(-n2c(Cc3cc(=O)[nH]c(=O)[nH]3)nnc2SCC(=O)NCC2CCCO2)c1 (stereo unspecified)	8%	10%	-10%	-1%	10%	-4%	14%	-1%
CN(C(=O)CSc1nc2ccc(NC(=O)c3ccccc3F)cc2s1)c1ccccc1	-9%	/	9%	7%	?	/	/	-17%
COc1ccc(Nc2oc(/C=C/c3ccc(OC)c(OC)c3)nc2C#N)cc1	1%	/	-1%	-3%	-22%	/	/	?
CCOC(=O)c1[nH]c(C)c(CCC(=O)NCc2ccccc2)c1C	3%	/	-7%	-1%	4%	/	/	1%
Cc1nnc(NC(=O)CSc2nccn2Cc2ccc(F)cc2)s1	-7%	/	-6%	-2%	-4%	/	/	-2%
O=c1[nH]c(N/N=C/c2ccc(O)cc2)nc2ccccc12	13%	-10%	-12%	-7%	?	?	?	?
CC1CCN(CCCCOc2ccc(Br)cc2)CC1	-7%	3%	-1%	0%	0%	-4%	6%	4%
CCCCNc1cc(C)nc(NCc2ccccc2)n1	-3%	-2%	-6%	-1%	-21%	-7%	?	-11%
COc1ccccc1-n1c(C)cc(/C=C2/C(=N)N3C(=NC2=O)SN=C3S(C)(=O)=O)c1C	4%	/	1%	-2%	-2%	4%	?	-8%
CNc1ncnc2c1ncn2[C@@H]1O[C@H](CO)[C@@H](O)[C@H]1O	-4%	6%	2%	-3%	4%	-10%	0%	3%
COC(=O)c1ccccc1NC(=O)c1cnn2c(C)cc(C)nc12	1%	9%	-5%	-1%	-6%	4%	-2%	?
Cc1cccc(NC(=S)N(CCN(C)C)C(C)c2ccco2)c1 (stereo unspecified)	3%	1%	-7%	-3%	-6%	6%	-6%	-8%
CC1(C)CC(=O)c2cnc(NCC3CCCO3)nc2C1 (stereo unspecified)	-8%	/	-22%	1%	-11%	-1%	?	-11%
COc1ccc(/C=C(\C#N)C(=O)NCCCn2ccnc2)cc1	6%	-1%	-2%	-1%	5%	-1%	-1%	-3%
COc1cc(NC(C)C(=O)N2CC(C)OC(C)C2)cc(OC)c1 (stereo unspecified)	3%	/	-4%	0%	-11%	4%	-15%	-15%

Next section, overlapping the part above by four compounds.
SMILES	Tau fibril FP	L3MBTL1 block	TRb-SRC2 inh	TexasRed fluor	Tau fluor cs	aGal spleen mod	ALDH1A1 block	Tau fibril ThT
Cc1cccc(NC(=S)N(CCN(C)C)C(C)c2ccco2)c1 (stereo unspecified)	3%	1%	-7%	-3%	-6%	6%	-6%	-8%
CC1(C)CC(=O)c2cnc(NCC3CCCO3)nc2C1 (stereo unspecified)	-8%	/	-22%	1%	-11%	-1%	?	-11%
COc1ccc(/C=C(\C#N)C(=O)NCCCn2ccnc2)cc1	6%	-1%	-2%	-1%	5%	-1%	-1%	-3%
COc1cc(NC(C)C(=O)N2CC(C)OC(C)C2)cc(OC)c1 (stereo unspecified)	3%	/	-4%	0%	-11%	4%	-15%	-15%
CCCOc1ccccc1-n1sc2c(c1=S)-c1cc(OC)cc3c1N(C(=O)C3=O)C2(C)C	8%	/	-1%	-2%	-16%	14%	3%	?
CC(C)OC(=O)CSc1nnc(C2CCCCC2)n1N	1%	10%	0%	-3%	-5%	4%	/	-3%
CC(=O)c1ccc(N2CCN(S(=O)(=O)c3ccc(-c4coc(C)n4)cc3)CC2)cc1	-3%	/	1%	0%	-5%	/	/	-5%
O=C(NCCc1csc2nc(-c3ccccc3F)nn12)c1ccco1	-2%	/	7%	-1%	1%	/	/	2%
Cc1cc2cc(NC(=O)c3ccco3)ccc2[nH]1	?	-5%	7%	1%	-15%	2%	22µM*	?
Cc1cn2c(=O)cc(COC(=O)c3ccc(NC(=O)C(C)Oc4ccccc4)cc3)nc2s1 (stereo unspecified)	8%	/	6%	0%	-12%	/	/	6%
O=C(Nc1nc2ccccc2s1)C1CCN(S(=O)(=O)c2cc([N+](=O)[O-])ccc2Cl)CC1	8%	/	-2%	-4%	?	-2%	/	?
O=C(c1ccco1)N1CCN(S(=O)(=O)c2ccc(Br)s2)CC1	5%	4%[11.4 µM]	-3%	3%	3%	2%	8.9µM*	-12%
CCCCCn1c(=N)n(CC(O)COc2cccc(C)c2)c2ccccc21 (stereo unspecified)	-2%	/	-2%	-3%	-7%	/	/	-11%
O=S(=O)(c1ccc2c(c1)OCCO2)N1CCN(c2cccc(Cl)c2)CC1	2%	30%[activator]	5%	-2%	6%	0%	?	11%
COCCNC(=O)CN(C(=O)Cn1nnc2ccccc21)c1cc(C)cc(C)c1	-3%	19%	2%	-1%	-4%	-14%	11%	-7%
CC(/C=C/c1ccco1)=N\NC(=O)c1cccc(Cl)c1	-1%	3%	-4%	-20%	-2%	-3%	-6%	?
S=c1nc(-c2ccc(Cl)cc2)[nH][nH]1	-5%	/	2%	-2%	11%	-5%	/	/
Cn1c(=O)c2sccc2n2c(CCC(=O)NCc3ccccc3Cl)nnc12	-13%	/	2%	?	-21%	/	/	-15%

Single entries from the list:
Cc1cccc(NC(=S)N(CCN(C)C)C(C)c2ccco2)c1 (stereo unspecified) in Tau fibril ThT = -8%
COC(=O)c1ccccc1NC(=O)c1cnn2c(C)cc(C)nc12 in TRb-SRC2 inh = -5%
CC(=O)C1=C(O)C(=O)N(Cc2cccnc2)C1c1ccccc1Cl (stereo unspecified) in Tau fibril FP = 4%
